# Platelet DG rel – inhibitors of platelet dense granule secretion, primary screen, cell-based, MLPCN, human platelets | human platelet-rich plasma, SFLLRN dense granule ATP release, luminescence | inhibition, %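 (compounds screened at 7.5 µM in platelet-rich plasma)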 | 300,000 tested, 0.22% active | AID 1663, 2009;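 active = mean replicate score, as percent of positive control, at or above 50; inconclusive = mean below 50 but at least one replicate at or above 50; inactive = mean and every replicate below 50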
# HSF1 activator – HSF-1 activators, primary screen, NIH3T3-HGL cells, MG132 stress, luminescence, single point | 300,000 tested, 1.7% active | NIH3T3-HGL HSF-1 luciferase reporter, 8 h; 100% = twice DMSO control signal | AID 504408, 2011 | activation, % at 9 µM;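 active = mean replicate activation of at least 50% with a set share of replicates each reaching 50%; inconclusive = only one of those two conditions met; inactive = mean below 50% and too few replicates reaching it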;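 also: 0% = median of the neutral control wells and 100% = twice that signal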
# HDAC3 inhib – HDAC3 deacetylase inhibitors, primary screen, biochemical, fluorescence, cell-free homogeneous. Histone deacetylase 3 (Homo sapiens), O15379. 320,000 tested, 0.15% active. recombinant HDAC3, fluorogenic peptide/trypsin coupled. inhibition, % at 8.3 µM; in the data active = inhibition above about 26%, passing the limit was not always enough; inconclusive = no clear call, values can overlap the other calls
# Target sequence (O15379 whole entry, looked up): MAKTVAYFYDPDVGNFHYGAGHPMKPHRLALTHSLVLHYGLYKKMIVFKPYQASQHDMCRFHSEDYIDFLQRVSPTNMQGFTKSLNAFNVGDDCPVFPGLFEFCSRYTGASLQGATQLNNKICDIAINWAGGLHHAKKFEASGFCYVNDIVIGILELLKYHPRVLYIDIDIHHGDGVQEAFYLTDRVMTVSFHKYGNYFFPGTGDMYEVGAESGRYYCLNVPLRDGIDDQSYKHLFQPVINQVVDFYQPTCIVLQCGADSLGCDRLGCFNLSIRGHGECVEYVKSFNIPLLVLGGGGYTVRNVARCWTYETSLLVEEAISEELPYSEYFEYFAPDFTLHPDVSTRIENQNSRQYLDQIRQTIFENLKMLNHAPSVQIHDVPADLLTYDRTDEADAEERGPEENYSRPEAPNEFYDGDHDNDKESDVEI
# PolyA inhibitor – polyadenylation inhibitors in yeast reporter cells, primary screen, luminescence, S. cerevisiae; S. cerevisiae SKY197-pL101 polyadenylation reporter, beta-gal luminescence; efflux-impaired pdr1/pdr3 knockout yeast; score 100 = 6 SD above DMSO; 300,000 tested, 0.02% active; calls only at 12 µM; AID 1875, 2009;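 active = lowest replicate activity score at least 50, where 100 means six control SD above control mean; inconclusive = lowest score under 50 but half or more replicates reach 50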;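 also: yeast exposed to compound for 9 h at 30 °C; higher score means more reporter readthrough which indicates perturbed polyadenylation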
# Dyrk1A ADPGlo – rat Dyrk1A kinase inhibitors, primary screen, biochemical, single point, plate reader. ADP-Glo luminescence, NFATc1 peptide. inhibition, % at 12.5 µM. 310,000 tested, 0.43% active. AID 504441, 2011; in the data active = inhibition above about 50%;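 also: plate controls were vehicle with enzyme for no effect and no enzyme for full effect; many of its hits are not listed in these tables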
# HSF1 inhib – HSF1 inhibitors in luciferase reporter cells, primary screen, cell-based, NIH3T3, luminescence. 300,000 tested, 0.77% active. activity change, negative = inhibition, % at 7.5 µM (by protocol). NIH3T3-HGL HSE-luciferase, MG132-induced, luminescence 8 h; stronger effect = lower value;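 active = more than half of replicate wells show activity change below -50%, luminescence cut by over half; inconclusive = some wells, but at most half, below -50%; inactive = no replicate well below -50%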;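 also: luciferase reports HSF-1 transcriptional activity via heat shock element; 0% = median of DMSO wells and -100% = zero luminescence signal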
# GSK3B inh – human GSK3beta kinase inhibitors, primary screen, biochemical, cell-free homogeneous, HTS. Glycogen synthase kinase-3 beta (Homo sapiens), P49841. GST-GSK3beta kinase, ADP-Glo luminescence, 60 min; stronger effect = lower value. activity score (negative = inhibition), % at 10 µM. 300,000 tested, 0.038% active. AID 2097, 2009;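 active = more than half of replicate wells score below -50%, meaning over 50% inhibition versus plate controls; inconclusive = some replicates but at most half score below -50%; inactive = no replicate scores below -50%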;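 also: 0% = median DMSO wells and -100% = median GW8510 positive control wells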
# Target sequence (P49841 whole entry, looked up): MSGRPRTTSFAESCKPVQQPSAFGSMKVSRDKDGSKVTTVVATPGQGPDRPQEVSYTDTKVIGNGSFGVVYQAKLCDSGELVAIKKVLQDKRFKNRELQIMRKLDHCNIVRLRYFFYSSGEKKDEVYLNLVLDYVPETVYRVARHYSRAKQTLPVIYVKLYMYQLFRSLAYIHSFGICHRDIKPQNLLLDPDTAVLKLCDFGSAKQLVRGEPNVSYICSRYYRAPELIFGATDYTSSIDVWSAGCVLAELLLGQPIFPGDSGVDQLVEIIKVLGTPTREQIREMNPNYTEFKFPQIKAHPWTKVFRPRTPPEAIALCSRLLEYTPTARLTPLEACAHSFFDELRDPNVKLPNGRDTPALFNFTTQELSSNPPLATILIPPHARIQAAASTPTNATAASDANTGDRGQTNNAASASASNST
#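 Test system: GST-tagged human GSK3beta kinase, cell-free; evaluation: activity score scaled between in-plate DMSO and GW8510 controls; measured by: ADP-Glo luminescence; incubation: 60 min reaction, RT; benchmarks: DMSO and 20 µM GW8510; reagent: peptide substrate plus 25 µM ATP (final); medium: Tris/MgCl2 kinase buffer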
# GSK3 alpha inh – blockers of GSK3A enzyme activity – biochemical, luminescence, cell-free homogeneous, HTS, primary screen | Glycogen synthase kinase-3 alpha (Homo sapiens), P49840 | inhibition, % at 10 µM | 320,000 tested, 0.1% active | GSK-3 alpha kinase, ADP-Glo luminescence, 60 min;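 in the data active = inhibition above about 50%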;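 also: GST-tagged GSK-3 alpha with peptide substrate and 25 µM ATP; 0% = DMSO neutral wells and 100% = GW8510 positive control wells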
# AI-2 QS mod – Vibrio harveyi AI-2 quorum sensing modulators, primary screen, JMH597 strain, luminescence/OD600 ratio. 300,000 tested, 0.4% active. activity change, % at 7.5 µM. Vibrio harveyi JMH597 AI-2 luminescence/OD600 ratio, 9 h; stronger effect = lower value; strain lacks LuxN and CqsS sensors; 0 = neutral-control median; in the data active = activity change below about -75%, passing the limit was not always enough; inconclusive = no clear call, values can overlap the other calls;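 also: luminescence divided by OD600 gain over 9 h not by final OD600 alone; inactives centre near 13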
# HSP90 inh – HSP90 inhibitors, primary screen, cell lysate, luminescence; Heat shock protein HSP 90 (rabbit reticulocyte lysate; luciferase refolding); Rabbit reticulocyte lysate, luciferase refolding luminescence, 3 h; inhibition, % at 5.6 µM; 290,000 tested, 0.91% active; AID 1789, 2009;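 active = inhibition above the screen-wide mean plus 3 SD, computed separately per campaign, cut at about 16% in these data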;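 also: 0% = DMSO wells and 100% = 60 µM geldanamycin wells; inhibitors lower the luminescence because luciferase stays unfolded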
# * marks the source's active call; other numbers are inactive results; i = inactive; ? = inconclusive; nt = no result given.
Platelet DG rel	HSF1 activator	HDAC3 inhib	PolyA inhibitor	Dyrk1A ADPGlo	HSF1 inhib	GSK3B inh	GSK3 alpha inh	AI-2 QS mod	HSP90 inh	compound
2	-56	3	i	-3	-47	0	0	17	-3	Cc1ccc(CO/N=C/c2c(O)cc(C)oc2=O)cc1
4	-7	?	i	-8	-1	0	1	15	-1	CC(C)c1ccc(C(=O)Nc2nnc(S(=O)(=O)N3CCOCC3)s2)cc1
1	-2	3	i	-2	8	0	-1	24	-4	Cc1ccc(NC(=O)N2CCc3ccccc3C2)cc1C
-7	23	0	i	0	19	0	-1	36	0	N#Cc1c(N)nc2c(c1N)CC(=O)N2c1ccccc1-c1ccccc1
7	10	1	i	nt	0	0	-2	-9	3	Cc1ccc(N2C(N)=C(C#N)C(c3cc(CN4CCOCC4)cs3)C3=C2CC(C)(C)CC3=O)cc1 (stereo not given)
7	-5	nt	i	4	-6	1	nt	32	-1	CCOC(=O)C1=c2/c(=C/c3ccncc3)c(N)c(C(=O)OC)n2C(=O)C(c2ccncc2)S1 (stereo not given)
-8	2	-2	i	nt	-19	-2	-2	16	5	CN(C)C(=S)Nc1ccc(S(=O)(=O)N2CCCCC2)cc1
8	6	-10	i	3	-2	0	3	-21	1	COC1(c2cc(-c3ccccc3)nc(N)n2)CCCCC1
5	13	0	i	7	9	1	1	12	-2	CC1=C(C(=O)NCc2ccc(Cl)cc2)C2(CCC(C)CC2)OC1=O (stereo not given)
-2	-11	6	i	-1	-3	4	-1	12	7	COc1ccc(O)c(CN2CCCC(N3CCN(c4ccccc4OC)CC3)C2)c1 (stereo not given)
-3	12	3	i	1	3	1	-2	13	-3	Cc1nn(C)cc1C(=O)Nc1ccccc1Br
-2	-9	0	i	3	2	-2	3	-7	0	COCCNC(=O)CCSc1nc(-c2ccc(OC)cc2)cc(C(F)(F)F)n1
2	0	2	i	-15	-5	-30	-1	5	4	Cc1ccc(C)c(S(=O)(=O)NCc2ccc(C(=O)N3CC(C)OC(C)C3)cc2)c1 (stereo not given)
-9	-1	4	i	-5	-10	0	16	-89*	2	O=C(CN1C(=O)NC2(CCc3ccccc32)C1=O)Nc1ccc(N2CCOCC2)cc1 (stereo not given)
-1	-8	5	i	-3	3	1	0	7	-1	CN(C)C(CNS(=O)(=O)c1ccc(Cl)cc1)c1cccnc1 (stereo not given)
2	6	10	i	-8	5	2	0	15	-1	Cc1ccc2cc(C#N)c(N3CCCN(S(=O)(=O)c4ccc(F)cc4)CC3)nc2c1
2	-1	-7	i	1	-3	-1	0	-1	-1	Cc1cccc(Cn2c(N3CCN(CCO)CC3)nc3c2c(=O)[nH]c(=O)n3C)c1
-30	52*	0	i	11	46	-3	-1	20	1	CCOC(=O)C(C(=O)OCC)c1cc(Br)c2noc3c2c1C(=O)c1ccccc1-3
9	4	0	i	5	-2	4	-3	3	-1	O=C(O)C(c1ccccc1)C1(O)CCCC1 (stereo not given)
1	2	-6	i	nt	-4	1	-4	10	3	COc1ccc(CC(=O)Nc2nnc(SCC(=O)NCc3ccco3)s2)cc1OC
-9	4	-2	i	-5	7	-1	0	21	-7	COCCNC(=O)C(c1ccc(O)cc1)N(C(=O)CCC(=O)Nc1nccs1)c1ccc(C)cc1 (stereo not given)
-7	-3	3	i	7	-1	3	-1	-9	nt	COCCN(C(=O)CSc1nnc(-c2ccc(C(C)(C)C)cc2)n1N)c1c(N)n(CC(C)C)c(=O)[nH]c1=O
1	-3	0	i	-8	1	1	-1	16	4	C=CCn1c(SCC(=O)Nc2cccc(OC)c2)nnc1-c1cccnc1
-5	39	-12	nt	nt	33	-1	-2	8	3	O=C(Cc1ccc(Br)cc1)N1CCCCCC1
6	-9	5	i	-3	3	-2	-2	0	-1	NC(=O)c1ccc(CN2CCc3ccccc3C2)cc1
0	-1	0	i	-3	-10	1	0	4	-2	COc1cccc(N2CC(C(=O)Nc3nnc(SCC(=O)NC4CCCC4)s3)CC2=O)c1 (stereo not given)
-1	-3	0	i	1	-7	1	-3	8	-1	CC(=O)Nc1ccccc1NC(=O)C/C(C)=N/NC(=O)C(=O)Nc1cccc(Cl)c1C
0	6	2	i	-3	-4	0	2	2	3	COCC(=O)OCC(=O)c1cc(C)n(-c2ccc(Br)cc2)c1C
0	-4	-3	i	0	-3	3	-3	3	-3	Cc1ccc(S(=O)(=O)NCc2ccc(C(=O)NCCCN3CCN(C)CC3)cc2)cc1
-2	-2	11	nt	nt	5	-1	-2	?	nt	COc1ccc(CNC(=O)Nc2ccc([N+](=O)[O-])cc2)cc1
15	0	10	i	-3	12	4	-2	12	-4	CCOCCCNC(=O)CNC(=S)N(Cc1ccc(C)cc1)Cc1ccco1
-1	4	1	i	0	-1	2	-1	33	5	CN(C(=O)c1cc2nc(-c3ccco3)cc(C(F)(F)F)n2n1)C1CCCCC1
-1	2	-1	i	3	-3	-1	-2	21	2	CC(=O)OC(CC(=O)O)C[N+](C)(C)C (stereo not given)
-7	5	1	i	6	3	2	1	10	-2	O=C(Nc1ccccc1C(F)(F)F)NC1CCCCCCC1
-5	32	-1	i	-5	2	2	-2	5	1	Cn1c(SCc2ccc(C#N)cc2)nnc1-c1cccc(Cl)c1
-12	-75	2	i	-2	-72*	-2	-6	-42	0	COc1cc(NS(=O)(=O)c2ccc(NC(=O)/C=C/C(=O)O)cc2)nc(OC)n1
-18	3	-14	i	-12	2	1	-1	-6	4	CN(C)C=Nc1ncc2c3ccccc3n(Cc3ccccc3)c2c1C#N
-6	14	5	i	1	-1	5	3	18	-1	COc1ccccc1NC(=O)CSc1ncnc2c1oc1ccccc12
-21	11	-3	i	1	1	0	-3	-5	3	O=C(O)CC1C(=O)NCCN1Cc1ccc(F)c(F)c1 (stereo not given)
-4	-11	-4	i	-11	-8	-1	0	3	-2	ON(Cc1c(F)cccc1Cl)Cc1c(F)cccc1Cl
-19	12	3	i	-2	10	0	-2	6	-3	O=C(Cn1c(SCC(=O)N2CCc3ccccc32)nc2ccccc21)NC1CCCC1
-25	95*	7	i	1	56	-7	-2	19	-2	C[C@@H]1CN(C(=O)c2cc(COc3cccc(C(F)(F)F)c3)on2)C[C@H](C)O1
-5	1	-5	i	10	-4	-2	1	13	-4	O=[n+]1cc(-c2ccc(Cl)cc2)n([O-])c2c1CCC2
-4	14	-7	i	-5	16	0	1	23	0	O=C(COC(=O)c1cccc(C(=O)OCC(=O)c2ccc(Br)cc2)n1)c1ccc(Br)cc1
5	-16	9	i	0	1	2	-2	15	-4	COC(=O)c1c(NC(=O)C(C)C)sc2c1CCN(Cc1ccccc1)C2
19	-22	5	i	-6	-12	-4	0	-11	2	CN(CC(O)COCc1ccccc1F)C1CCCCC1 (stereo not given)
2	6	7	i	-3	-3	7	-2	44	-3	CCOc1ccccc1NC(=O)C(CC)Sc1nc2ccsc2c(=O)n1CCC(=O)O (stereo not given)
-3	-7	1	i	11	2	-1	-3	7	1	CCCCCCCCCCC[C@@H](C[C@@H]1OC(=O)[C@H]1CCCCCC)OC(=O)[C@H](CC(C)C)NC=O
14	4	-1	i	-3	-8	-2	-2	15	4	COC(=O)c1ccc(CNC(=O)c2coc3ccccc3c2=O)cc1
-4	21	1	i	-8	13	1	0	-24	2	O=C(NCc1ccco1)c1cc2nc(-c3ccc4c(c3)OCO4)cc(C(F)(F)F)n2n1
3	2	-1	i	0	2	1	-3	2	-2	CCCCNC(=O)NS(=O)(=O)c1ccc(NC(=O)CCC(=O)c2cccs2)cc1
6	5	3	i	nt	-8	0	0	7	2	O=c1[nH]nc(-c2ccc(F)cc2)cc1Cc1cccs1
8	1	2	i	0	-2	1	-1	38	-3	NS(=O)(=O)c1ccc(CCNC(=O)c2cccc([N+](=O)[O-])c2)cc1
1	-6	-8	i	3	-5	-1	-2	9	-5	CC1CCN(S(=O)(=O)c2ccc(C(=O)Nc3ccccc3-c3nc4ccccc4[nH]3)cc2)CC1
-3	1	-4	i	10	1	-5	-3	-1	3	Cn1c(CSc2nc3ccccc3s2)nnc1SCC(=O)NCc1ccccn1
-6	0	0	i	nt	2	0	nt	45	-2	CCc1ccccc1Nc1nn2c(=O)c3ccc(C(=O)NCc4ccccn4)cc3nc2s1
-1	-8	5	i	16	1	2	0	0	-2	COc1ccc(NC(=O)N2C3CCCC2CC(NC(=O)c2ccccc2)C3)cc1 (stereo not given)
-1	-10	1	i	1	-10	3	0	17	1	CCOC(=O)C(=CNc1cscc1S(=O)(=O)C(C)C)C(=O)OCC
1	2	4	i	1	-7	2	0	16	3	CC(C)c1ccc(CNc2ccc(N3CCOCC3)cc2)cc1
-8	-4	nt	i	-5	-2	2	nt	29	7	CCOC(=O)c1sc2nc3c(SCCC(=O)O)cc(C(=O)c4cc(OC)ccc4O)cn3c(=O)c2c1C

# More results.
Platelet DG rel	HSF1 activator	HDAC3 inhib	PolyA inhibitor	Dyrk1A ADPGlo	HSF1 inhib	GSK3B inh	GSK3 alpha inh	AI-2 QS mod	HSP90 inh	compound
-3	-1	-5	i	9	-8	-14	0	7	-2	C=CCn1cnc2c(oc3ccccc32)c1=O
6	-29	-3	i	-9	-19	-2	-1	34	4	O=C(CSc1ncn[nH]1)N1CCN(S(=O)(=O)c2ccccc2)CC1
-1	31	1	i	0	23	-3	1	16	-3	CCc1ccc(N(C(=O)c2csnn2)C(C(=O)NC(C)(C)CC)c2ccccn2)cc1 (stereo not given)
-3	1	2	nt	9	-3	0	0	14	0	Cc1cc2oc(=O)cc(CSc3nnc(C)n3N)c2cc1C(C)C
21	1	-3	i	-4	2	-1	0	17	1	CCOc1ccc(/C=N/N2CCN(Cc3ccccc3)CC2)cc1
-4	-2	-6	i	1	1	1	-9	25	3	C=CCNC(=O)CN1CCC(c2nc3ccccc3[nH]2)CC1
-16	-2	-3	i	11	-1	2	0	13	nt	Cc1cccc(NC(=O)CNC(=O)c2ccc3nc[nH]c3c2)c1C
13	6	7	i	-7	7	1	0	18	5	CCN(Cc1ccccc1)S(=O)(=O)c1cc(C(=O)NC2CCCCCC2)ccc1OC

# Not all compounds are listed, so the mix of outcomes need not match the whole.
